C diff growth = C. difficile growth inhibition. Clostridium difficile clinical isolate growth, OD600, 24 h; stronger effect = lower value. actives 0.25% (n = 86,000). growth activity, negative = inhibition, % at 16 µg/mL (by protocol);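 active = mean growth activity at or below -80% and every replicate also at or below -80%; inconclusive = mean at or below -80% but some replicate above -80%; inactive = mean growth activity above -80%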;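 also: 0% = DMSO wells and -100% = levofloxacin 16 µg/mL wells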
KDM4C inh = blocks human GASC-1 (KDM4C) demethylase activity. Q9H3R0. GST-KDM4C 2-372, H3K9me3 peptide, LANCE TR-FRET. inhibition, % at 12.5 µM. actives 0.15% (n = 96,000);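 active = mean replicate inhibition above about 25%, with at least 55% of replicates also reaching it, limit read from the data, passing the limit was not always enough; inconclusive = only one of those two conditions met; inactive = neither condition met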
Target sequence (Q9H3R0 2-372 limits assumed): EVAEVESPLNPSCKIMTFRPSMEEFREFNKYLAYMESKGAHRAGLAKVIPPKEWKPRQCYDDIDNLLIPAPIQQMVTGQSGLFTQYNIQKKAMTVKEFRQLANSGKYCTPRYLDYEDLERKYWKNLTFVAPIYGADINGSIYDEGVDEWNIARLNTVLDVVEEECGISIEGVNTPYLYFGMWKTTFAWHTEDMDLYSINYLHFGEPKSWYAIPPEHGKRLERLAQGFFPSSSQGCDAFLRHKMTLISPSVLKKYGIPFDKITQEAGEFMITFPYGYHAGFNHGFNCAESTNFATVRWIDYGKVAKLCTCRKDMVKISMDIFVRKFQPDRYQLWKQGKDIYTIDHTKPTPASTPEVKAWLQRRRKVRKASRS
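System – N-terminal GST-fused human GASC-1 (KDM4C) fragment, residues 2-372 · Input – enzyme final amount 10 nM · Technique – LANCE TR-FRET, Eu antibody, ULight-streptavidin, EDTA, ex 340 nm, em 618/671 nm · Medium – HEPES buffer, pH 7.5, plus ascorbate · Incubation – enzyme reaction 30 min, then detection 60 min, both room temperature · Reagent – H3K9me3 peptide with Fe(II)/2OG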
Pf Dd2 growth = blocks growth of Plasmodium falciparum Dd2 parasites; P. falciparum Dd2 growth, SYBR Green, 72 h; stronger effect = lower value; activity change, % at 10 µM; actives 2.3% (n = 94,000); AID 1159554; in the data active = activity change below about -80%; inconclusive = no clear call, values can overlap the other calls
T cruzi growth = T. cruzi proliferation inhibition; T. cruzi beta-gal in NIH3T3, GalScreen luminescence, 90 h; actives 5.9% (n = 77,000); inhibition, % at 8.34 µM;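 active = mean inhibition above about 93%, with at least 55% of replicates each passing it, limit read from the data, passing the limit was not always enough; inconclusive = only one of those two conditions holds; inactive = neither condition holds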
Active calls of the source: *; ? = inconclusive; / = no result given; + = active, no number; & = joins results of further samples.

SMILES	C diff growth	KDM4C inh	Pf Dd2 growth	T cruzi growth
C[C@@H]1CN([C@H](C)CO)S(=O)(=O)c2ccc(/C=C/c3ccccc3)cc2O[C@H]1CN(C)Cc1cccnc1	0	5.7	-86*	/
C[C@@H]1CCCCO[C@@H](CN(C)C(=O)NC2CCCCC2)[C@H](C)CN([C@@H](C)CO)C(=O)c2cc(NC(=O)c3ccncc3)ccc2O1	0	-0.1	24	17
COc1cccc(S(=O)(=O)N[C@H]2CC[C@@H](CCn3cc(-c4ccccn4)nn3)O[C@@H]2CO)c1	4	1.9	-7	83
CN1c2ccc(-c3ccccc3)cc2[C@@H]2[C@@H](CCN2C(=O)Cc2cccnc2)[C@@H]1CO	0	0.0	0	106*
C[C@@H]1CN([C@H](C)CO)C(=O)c2cc(C#CC3(O)CCCC3)cnc2O[C@@H]1CN(C)Cc1ccccn1	-1	3.0	26	-21
C[C@H](CO)N1C[C@H](C)[C@@H](CN(C)S(=O)(=O)c2ccccc2)Oc2ncc(C#CC3(O)CCCC3)cc2C1=O	-3	-1.9	-18	16
CCCNC(=O)C[C@H]1CC[C@@H]2[C@H](COC[C@H](O)CN2C(=O)c2ccccn2)O1	/	-0.5	-3	-17
C/C=C/c1ccc2c(c1)O[C@H](CN(C)S(C)(=O)=O)[C@H](C)CN([C@@H](C)CO)S2(=O)=O	3	-1.6	5	13
CC(C)NC(=O)N1C[C@H]2[C@@H](c3ccccc31)[C@H](CO)N2C(=O)Nc1ccccc1	-4	-3.2	12	27
O=C(O)C[C@H]1CC[C@H](NC(=O)Nc2ccccc2)[C@@H](CO)O1	/	0.9	2	29
Cc1ccc(S(=O)(=O)Nc2ccc3c(c2)C(=O)N([C@H](C)CO)C[C@H](C)[C@H](CN(C)C(=O)Nc2cccc4ccccc24)OCCCC[C@@H](C)O3)cc1	-4	/	-60	62
C[C@H](CO)N1C[C@H](C)[C@H](CN(C)S(=O)(=O)c2ccccc2)OCCCC[C@H](C)Oc2ccc(NC(=O)Nc3ccccc3)cc2C1=O	/	-0.2	-36	100*
CN1c2ccc(C3=CCCCC3)cc2[C@@H]2[C@@H](CCN2C(=O)C2CCOCC2)[C@H]1CO	-9	16	17	105*
C[C@@H]1CN([C@H](C)CO)C(=O)c2cc(NC(=O)Nc3ccc(F)cc3)ccc2O[C@@H]1CN(C)Cc1ccc(C(=O)O)cc1	3&0	-1.3	-3	/
Cc1ccccc1S(=O)(=O)N1CCCCN2[C@@H](CO)[C@@H](c3ccc(-c4cncnc4)cc3)[C@@H]2C1	-1	-2.0	-52	72

Reformatted with two lines to a compound: part of the list above.
Every second line gives: C diff growth, KDM4C inh, Pf Dd2 growth, T cruzi growth
- COc1cccc(S(=O)(=O)N[C@H]2CC[C@@H](CCn3cc(-c4ccccn4)nn3)O[C@@H]2CO)c1
→ 4, 1.9, -7, 83
- CN1c2ccc(-c3ccccc3)cc2[C@@H]2[C@@H](CCN2C(=O)Cc2cccnc2)[C@@H]1CO
→ 0, 0.0, 0, 106*
- C[C@@H]1CN([C@H](C)CO)C(=O)c2cc(C#CC3(O)CCCC3)cnc2O[C@@H]1CN(C)Cc1ccccn1
→ -1, 3.0, 26, -21
- C[C@H](CO)N1C[C@H](C)[C@@H](CN(C)S(=O)(=O)c2ccccc2)Oc2ncc(C#CC3(O)CCCC3)cc2C1=O
→ -3, -1.9, -18, 16
- CCCNC(=O)C[C@H]1CC[C@@H]2[C@H](COC[C@H](O)CN2C(=O)c2ccccn2)O1
→ /, -0.5, -3, -17
- C/C=C/c1ccc2c(c1)O[C@H](CN(C)S(C)(=O)=O)[C@H](C)CN([C@@H](C)CO)S2(=O)=O
→ 3, -1.6, 5, 13
- CC(C)NC(=O)N1C[C@H]2[C@@H](c3ccccc31)[C@H](CO)N2C(=O)Nc1ccccc1
→ -4, -3.2, 12, 27
- O=C(O)C[C@H]1CC[C@H](NC(=O)Nc2ccccc2)[C@@H](CO)O1
→ /, 0.9, 2, 29
- Cc1ccc(S(=O)(=O)Nc2ccc3c(c2)C(=O)N([C@H](C)CO)C[C@H](C)[C@H](CN(C)C(=O)Nc2cccc4ccccc24)OCCCC[C@@H](C)O3)cc1
→ -4, /, -60, 62

More compounds follow.
SMILES	C diff growth	KDM4C inh	Pf Dd2 growth	T cruzi growth
CCCNC(=O)N1CCC2(CC1)CN(Cc1cccc(F)c1)[C@@H](CO)c1[nH]c3cc(OC)ccc3c12	-2	0.8	-79	/
COCC(=O)N1[C@H](CO)[C@@H](c2ccccc2-c2ccccc2F)[C@@H]1C#N	6	-0.9	21	/
COc1ccc(CN(C)C[C@@H]2OCCCC[C@H](C)Oc3ccc(NC(=O)Nc4ccc(F)cc4)cc3C(=O)N([C@@H](C)CO)C[C@@H]2C)cc1	6	0.6	?	73
C[C@H]1CN([C@@H](C)CO)C(=O)c2cccc(NC(=O)Nc3cccc4ccccc34)c2O[C@H]1CN(C)C(=O)NC1CCCCC1	-5	-3.7	-85*	53
C[C@H]1CCCCO[C@H](CN(C)S(=O)(=O)c2ccc(F)cc2)[C@@H](C)CN([C@@H](C)CO)C(=O)c2cc(NS(=O)(=O)c3cccs3)ccc2O1	9	0.4	-76	47
CN(C)CC(=O)N1[C@H](C#N)[C@@H](c2ccc(C#CC3CC3)cc2)[C@H]1CO	7	-0.8	23	16
Cc1noc(C)c1NC(=O)N(C)C[C@H]1Oc2ccc(NC(=O)Nc3cccc4ccccc34)cc2CC(=O)N([C@@H](C)CO)C[C@@H]1C	0	-1.1	-13	-6
O=C(C1CCCC1)N1CCCCN2[C@H](CO)[C@H](c3ccc(-c4cccc(F)c4)cc3)[C@H]2C1	7	/	-30	118*
CCC(=O)Nc1ccc2c(c1)C(=O)N(C)C[C@H](OC)[C@H](C)CN(C(=O)C1CCC1)[C@@H](C)CO2	-1	0.5	-1	18
CN(C)CC(=O)N[C@H]1CC[C@@H](CCn2cc(C3CCCCC3)nn2)O[C@@H]1CO	-3	0.5	-4	/
CCCC(=O)Nc1ccc2c(c1)C(=O)N(C)[C@@H]1CC[C@@H](CC(=O)Nc3ccccc3)O[C@H]1CO2	10	1.8	-4	-43
CO[C@@H]1CN(C)C(=O)c2ccc(NC(=O)C3CCCCC3)cc2OC[C@H](C)N(Cc2cccnc2)C[C@H]1C	-2	2.7	-37	35
COc1ccc(NC(=O)Nc2cccc3c2O[C@@H](CN(C)Cc2ccc(Cl)c(Cl)c2)[C@H](C)CN([C@H](C)CO)C3=O)cc1	6	2.1	-32	109*
C[C@@H]1CN([C@H](C)CO)C(=O)Cc2cc(NC(=O)Nc3ccc4c(c3)OCO4)ccc2O[C@H]1CN(C)S(=O)(=O)c1ccc(F)cc1	5	-1.8	8	-11
O=C(C[C@H]1C=C[C@@H](NC(=O)c2ccc(F)cc2)[C@H](CO)O1)NCCc1ccncc1	/	-0.4	8	-24
Cc1ccc(S(=O)(=O)N(C)C[C@H]2OCCCC[C@H](C)Oc3ccc(NC(=O)Nc4cccc5ccccc45)cc3C(=O)N([C@H](C)CO)C[C@H]2C)cc1	1	0.1	-79	/
Cc1cccc(-c2ccc([C@@H]3[C@@H](CO)N4CCCCN(S(=O)(=O)c5ccccc5C)C[C@@H]34)cc2)c1	-6	0.0	-39	90
COc1ccccc1CNC(=O)C[C@@H]1C[C@H]2c3cc(NC(=O)Nc4ccccc4F)ccc3O[C@H]2[C@@H](CO)O1	0	-1.1	-52	-13
COc1ccc(NC(=O)Nc2cccc3c2O[C@H](CN(C)C(=O)Nc2ccc(F)cc2)[C@H](C)CN([C@H](C)CO)C3=O)cc1	0	-0.4	5	/
CN(C)C(=O)[C@H]1[C@H](CO)[C@H]2Cn3c(ccc(-c4ccncc4)c3=O)[C@@H]1N2CC1CCCC1	1	-1.7	-1	80
CC(C)NC(=O)Nc1ccc2c(c1)C(=O)N([C@H](C)CO)C[C@@H](C)[C@H](CN(C)C(=O)Nc1ccccc1)OCCCC[C@@H](C)O2	-5	-0.4	-58	65
Cc1ccc(S(=O)(=O)N(C)C[C@@H]2OCCCC[C@@H](C)Oc3ccc(NS(C)(=O)=O)cc3C(=O)N([C@H](C)CO)C[C@@H]2C)cc1	-2	6.6	17	-1
Cc1noc(C)c1NC(=O)Nc1ccc2c(c1)CC(=O)N([C@H](C)CO)C[C@@H](C)[C@H](CN(C)S(=O)(=O)c1cn(C)cn1)O2	-4	-3.6	6	35
CO[C@H]1CN(C)C(=O)c2ccc(NC(=O)C3CCOCC3)cc2OC[C@@H](C)N(Cc2nccs2)C[C@H]1C	/	-1.2	18	-3
COc1ccc(S(=O)(=O)N(C)C[C@H]2OCCCC[C@@H](C)Oc3ccc(NS(=O)(=O)c4ccc(Cl)cc4)cc3C(=O)N([C@@H](C)CO)C[C@H]2C)cc1	-1	0.9	-67	/
C[C@@H]1CCCCO[C@@H](CN(C)C(=O)Nc2ccc3c(c2)OCO3)[C@@H](C)CN([C@H](C)CO)C(=O)c2cc(NC(=O)Nc3ccc(F)cc3)ccc2O1	1	1.1	8	37
C[C@H](CO)N1C[C@H](C)[C@H](CN(C)Cc2ccc(Cl)c(Cl)c2)Oc2ccc(NS(=O)(=O)c3ccc(Cl)cc3)cc2CC1=O	6	-2.3	-53	77
O=C(CC1CC1)Nc1ccc2c(c1)[C@@H]1C[C@H](CC(=O)N3CCOCC3)O[C@H](CO)[C@@H]1O2	1	0.8	4	29
COc1cccc(-c2ccc3c(c2)[C@@H]2[C@@H](CCN2S(=O)(=O)c2ccccc2F)[C@H](CO)N3C)c1	11	-6.9	3	45
C[C@@H]1CN([C@@H](C)CO)S(=O)(=O)c2ccc(C#CC3CCCC3)cc2O[C@H]1CN(C)C(=O)Nc1cc(F)ccc1F	-7	-1.1	-21	/
CC1C=NC(S(=O)(=O)N2CC[C@@H]3[C@H](CO)N(C)c4ccc(C5=CCCCC5)cc4[C@@H]32)=N1 (stereo partly specified)	-2	-0.1	13	60
C[C@@H]1CN([C@H](C)CO)C(=O)Cc2cc(NC(=O)Nc3ccc(C(F)(F)F)cc3)ccc2O[C@@H]1CN(C)Cc1ccc(Oc2ccccc2)cc1	12	-0.1	-3	79
CCCNC(=O)N(C)C[C@H]1Oc2ncc(C3=CCCC3)cc2C(=O)N([C@H](C)CO)C[C@@H]1C	7	4.2	13	/
COc1ccc(-c2cnc3c(c2)C(=O)N([C@H](C)CO)C[C@@H](C)[C@H](CN(C)C(=O)C2CCOCC2)O3)cc1	4	1.7	2	-35
C[C@H](CO)N1C[C@H](C)[C@@H](CN(C)C)Oc2cc(C#CC3(O)CCCC3)ccc2S1(=O)=O	-4	-3.2	23	6
O=C(C[C@@H]1C[C@@H]2c3cc(NC(=O)Cc4ccncc4)ccc3O[C@@H]2[C@@H](CO)O1)NCc1cccnc1	3	5.9	6	10
O=C(NCCc1ccccc1)[C@@H]1N[C@@H]2c3ccc(-c4ccccc4)c(=O)n3C[C@@H]2[C@H]1CO	-6	0.6	10	42
Cc1noc(C)c1S(=O)(=O)Nc1ccc2c(c1)C(=O)N([C@@H](C)CO)C[C@@H](C)[C@H](CN(C)C(=O)c1ccncc1)OCCCC[C@@H](C)O2	2	3.4	26	28
C[C@H](CO)N1C[C@H](C)[C@H](CN(C)Cc2ccccc2)Oc2c(NC(=O)NC3CCCCC3)cccc2C1=O	7	-0.4	26	-55
C[C@@H]1CN([C@H](C)CO)C(=O)c2cc(NS(=O)(=O)c3ccc(F)cc3)ccc2O[C@@H](C)CCCCO[C@@H]1CN(C)C(=O)NC1CCCCC1	6	-3.6	-47	-51
CCCNC(=O)Nc1ccc2c(c1)C(=O)N(C)C[C@@H](OC)[C@@H](C)CN(S(C)(=O)=O)[C@H](C)CO2	-5	-0.6	53	/
COc1ccc(CNC(=O)C[C@H]2CC[C@@H]3[C@H](COc4ccc(NC(=O)C(C)C)cc4C(=O)N3C)O2)cc1	-7	-1.3	5	32
CCC(=O)N1C[C@@H](C)[C@@H](OC)CN(C)C(=O)c2ccc(NC(=O)C3CCCCC3)cc2OC[C@@H]1C	-7	0.4	/	17
CCNC(=O)C[C@H]1C=C[C@H](NS(=O)(=O)c2ccc(C)cc2)[C@H](CO)O1	-2	-1.0	-6	35
CN(C)c1ccc2c(c1)[C@@H]1C[C@@H](CC(=O)NCc3cc(F)ccc3F)O[C@@H](CO)[C@@H]1O2	/	8.9	-87*	+
C[C@@H]1CN([C@H](C)CO)C(=O)c2cc(NC(=O)C3CC3)ccc2O[C@@H]1CN(C)Cc1ccc(C(F)(F)F)cc1	2	0.9	16	36
N#C[C@@H]1[C@H](c2ccccc2C2=CCCC2)[C@H](CO)N1C(=O)Cc1ccncc1	-8	-1.0	37	/
C[C@H]1CN([C@@H](C)CO)C(=O)c2cc(NS(C)(=O)=O)ccc2O[C@H]1CN(C)Cc1ccc(Cl)c(Cl)c1	-2	-0.2	9	46
CN(C)C(=O)C[C@@H]1CC[C@H]2[C@@H](COc3ccc(NC(=O)NCc4ccccc4)cc3C(=O)N2C)O1	0	0.0	31	0

Screening results: PubChem, Broad Institute

The order is random; any-hit rate near 7%.
